BoNT F protease: BoNT/F light chain protease inhibitors, primary screen, biochemical, flow cytometry, MLPCN library; Multiplex microsphere protease cleavage assay; inhibition, % at 10 µM; 360,000 tested, 0.22% active; AID 588497, 2011; in the data active = inhibition above about 35%, passing the limit was not always enough; inconclusive = no clear call, values can overlap the other calls; also: plate controls were buffer without enzyme for full effect and enzyme alone for no effect
PfHsp40 yeast: rescue of yeast from PfHsp40 toxicity, primary screen, S. cerevisiae, ATP luminescence; S. cerevisiae expressing PfHsp40, growth rescue; growth rescue, % at 12.5 µM; 340,000 tested, 0.68% active; in the data active = growth rescue above about 28%, passing the limit was not always enough; inconclusive = no clear call, values can overlap the other calls;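 also: yeast W303a lacking pdr1 and pdr3 grown in galactose medium; growth measured after three days at 30 °C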
BioA inh: M. tuberculosis BioA enzyme inhibitors, primary screen, biochemical, plate reader, single point, HTS | purified M. tuberculosis BioA enzyme | inhibition, % at 9.99 µM | 360,000 tested, 0.096% active | AID 602481, 2012; in the data active = inhibition above about 40%; inconclusive = no clear call, values can overlap the other calls
BoNT-A LC inh2: BoNT/A light chain protease inhibitors, primary screen, biochemical, flow cytometry, MLPCN library | inhibition, % at 10 µM | Botulinum neurotoxin type A light chain protease (Clostridium botulinum A str. ATCC 3502) | multiplex microsphere protease substrate cleavage | 360,000 tested, 0.17% active; also: plate controls were buffer without enzyme for full effect and enzyme alone for no effect
GDH-TPI inh: GDH-TPI coupling enzyme inhibitors, primary screen, artefact control for M. tuberculosis FBA inhibitor project, biochemical, absorbance, full deck; GDH-TPI coupled enzyme counterscreen, NADH absorbance; inhibition, % at 4.8 µM; 360,000 tested, 1.2% active; in the data active = inhibition above about 30%;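 also: 0% = DMSO wells and 100% = wells lacking the enzyme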
Mtb FBA inh: Mtb FBA enzyme inhibitors, primary screen, biochemical, fluorescence, strain H37Rv; purified M. tuberculosis FBA, fluorescence read-out; Fructose-bisphosphate aldolase (Mycobacterium tuberculosis (strain ATCC 25618 / H37Rv)), …; inhibition, % at 1 µM; AID 588726, 2011; 360,000 tested, 2.3% active; in the data active = inhibition above about 27%;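 also: 0% = vehicle and 100% = reference inhibitor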
Target sequence (P9WQA3 whole entry, looked up): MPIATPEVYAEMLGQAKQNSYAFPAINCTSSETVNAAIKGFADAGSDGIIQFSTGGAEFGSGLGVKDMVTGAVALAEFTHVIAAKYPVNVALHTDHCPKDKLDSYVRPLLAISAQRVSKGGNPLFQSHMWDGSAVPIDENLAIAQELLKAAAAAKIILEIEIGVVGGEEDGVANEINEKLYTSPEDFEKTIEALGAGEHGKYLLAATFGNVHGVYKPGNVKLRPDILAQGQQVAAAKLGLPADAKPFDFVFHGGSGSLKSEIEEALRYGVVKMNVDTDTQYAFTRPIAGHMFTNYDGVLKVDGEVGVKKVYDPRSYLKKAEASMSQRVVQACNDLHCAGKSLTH
FadD28 binding: inhibitors of FadD28 bisubstrate probe binding, primary screen, biochemical, fluorescence polarization, single point; 360,000 tested, 0.22% active; AID 588549, 2011; inhibition, % at 12.5 µM; Mycobacterium tuberculosis FadD28 fatty-acid-AMP ligase; in the data active = inhibition above about 8.5%, passing the limit was not always enough; inconclusive = no clear call, values can overlap the other calls
Mtb UGM inh: M. tuberculosis UGM enzyme inhibitors, primary screen, biochemical, fluorescence polarization, single point. purified UGM, fluorescence polarization probe displacement. inhibition, % at 10 µM. 320,000 tested, 0.06% active. AID 504406, 2011; in the data active = inhibition above about 10%, passing the limit was not always enough; inconclusive = no clear call, values can overlap the other calls
Target sequence (P9WIQ1 whole entry, looked up): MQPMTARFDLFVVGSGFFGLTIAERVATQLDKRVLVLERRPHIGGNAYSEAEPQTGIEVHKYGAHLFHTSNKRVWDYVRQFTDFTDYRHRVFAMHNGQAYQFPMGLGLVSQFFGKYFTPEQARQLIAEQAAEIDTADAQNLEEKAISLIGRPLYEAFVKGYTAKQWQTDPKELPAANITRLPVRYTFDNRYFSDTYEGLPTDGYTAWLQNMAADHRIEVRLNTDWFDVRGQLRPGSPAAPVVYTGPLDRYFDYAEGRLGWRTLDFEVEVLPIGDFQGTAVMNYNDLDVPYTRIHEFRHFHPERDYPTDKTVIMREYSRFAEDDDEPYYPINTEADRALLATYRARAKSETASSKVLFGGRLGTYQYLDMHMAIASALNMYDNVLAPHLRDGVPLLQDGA
Anthrax LF prot: Bacillus anthracis LF protease inhibitors, primary screen, biochemical, multiplex microsphere, MLPCN library | 360,000 tested, 0.12% active | AID 588501, 2011 | inhibition, % at 10 µM | multiplex microsphere protease cleavage assay; also: plate controls were buffer without enzyme for full effect and enzyme alone for no effect
Numbers without * were called inactive; ? = inconclusive; / = not tested or not shown. Rule as the data show it, unless noted: active = inhibition above about 30%; inconclusive = no clear call, values can overlap the other calls; inactive = below that.

SMILES	BoNT F protease	PfHsp40 yeast	BioA inh	BoNT-A LC inh2	GDH-TPI inh	Mtb FBA inh	FadD28 binding	Mtb UGM inh	Anthrax LF prot
COc1cccc(N2CC(C(=O)NNC(=O)c3ccc(Cl)cc3)CC2=O)c1 (configuration not stated)	0	0.2	-0.4	0.8	-6	2	-0.1	-0.2	5
Fc1cccc(CCN2CCNC[C@H]2Cc2cccc3ccccc23)c1	-31	-0.5	-0.1	1.2	4	4	-7.0	-0.4	-1
Nc1nnc(-c2ccccc2)s1	-2	1.6	/	-1.9	0	4	0.2	-2.0	-2
O=C(C1CCC1)N1CCc2cc(S(=O)(=O)NCCN3CCN(c4ccccc4F)CC3)ccc21	-15	1.3	0.3	-0.6	3	5	-1.5	0.9	0
Cc1ccc2[nH]c(C)cc(=S)c2c1	-6	-0.2	/	-1.5	0	-1	-1.1	/	-7
Cc1cc(CN(C)C(=O)CC2C(=O)NCCN2Cc2c(F)cccc2Cl)on1 (configuration not stated)	-9	-1.1	0.5	-0.6	/	/	-1.9	0.9	3
CC(OC(=O)/C(C#N)=C/c1ccco1)C(=O)N(C)c1ccccc1 (configuration not stated)	5	-1.8	1.2	0.5	32*	-5	-5.5	-0.3	-8
CC(C)(C)C1CCc2c(sc(NC(=O)C3CCCO3)c2C(N)=O)C1 (configuration not stated)	4	-0.6	1.7	1.1	10	-1	?	?	-1
O=C(CSc1ncnc2nc[nH]c12)Nc1ccccc1C(F)(F)F	-1	-1.0	-0.1	-0.1	-3	-1	-1.2	-2.0	0
NS(=O)(=O)c1ccc(CNC(=O)CCC2CCCCC2)cc1	-4	0.6	-4.6	-1.2	-2	-4	0.3	-0.8	0
CC(NC(=O)Cc1cccs1)c1ccncc1 (configuration not stated)	-8	0.0	/	-4.5	0	4	-0.8	2.6	-9
Cn1c(COc2ccccc2)nnc1SCCC(=O)Nc1ccccc1	-2	-0.8	4.4	0.5	5	5	-0.7	-0.2	-1
Cc1c(NC(=O)CSc2nnc(-c3ccccc3F)o2)c(=O)n(-c2ccccc2)n1C	8	/	-0.5	-0.3	-4	0	0.1	/	-2
COc1ccc(NC(=O)COC(=O)c2ccc(S(=O)(=O)N3CCCC3)cc2)cc1OC	0	-0.1	2.9	2.3	4	-2	-1.9	-1.7	-4
Brc1ccc(C2=CC(c3cccs3)n3ncnc3N2)cc1 (configuration not stated)	-4	1.3	-137	-0.1	0	17	-6.2	-13	-1
Cc1ccc(C)c2nc(SCC(=O)Nc3ccc4c(c3)OCO4)c(C#N)cc12	-5	21	-0.4	1.4	-1	-5	-1.9	0.2	5
Cc1ccsc1/C=N/NC(=O)c1cccc(S(=O)(=O)Nc2ccccc2Cl)c1	-8	-0.7	/	-0.9	29	2	-1.8	0.9	-2
COc1ccc(NC(=O)CCC(=O)N/N=C/c2ccc([N+](=O)[O-])s2)cc1	-6	-1.5	-0.8	0.1	22	0	-3.8	-3.3	-4
O=C(NCc1cccnc1)C1CCN(c2ccc(S(=O)(=O)N3CCOCC3)cc2Cl)CC1	-2	0.8	/	-0.1	3	-2	-1.9	2.2	-6
COc1ccc(C(=O)NCCc2c[nH]c3ccccc23)cc1S(=O)(=O)N1CCOCC1	3	2.7	-1.2	-0.4	0	0	8.4*	1.4	-2
CSc1nsc(SC)c1NC(=O)Nc1ccccc1C	2	-0.2	/	-0.3	7	2	0.3	1.5	9
CSc1ccccc1NC(=O)c1ccc(Br)o1	?	-0.9	-0.4	-1.7	-10	0	-3.0	-2.6	1
CC(=O)NCCSC(=O)c1ccc(F)cc1	-5	-1.6	5.2	0.3	-6	2	-2.8	2.2	0
O=C(O)c1ccc(NS(=O)(=O)c2cc(Cl)ccc2Cl)cc1	-3	-0.8	/	0.0	10	1	-1.8	2.0	0
COc1cc(OC)cc(C(=O)NCC(=O)OCc2nc3ccccc3s2)c1	-2	-1.5	/	1.8	-3	1	-11	0.7	-1
Carrying on:
SMILES	BoNT F protease	PfHsp40 yeast	BioA inh	BoNT-A LC inh2	GDH-TPI inh	Mtb FBA inh	FadD28 binding	Mtb UGM inh	Anthrax LF prot
O=C(COc1ccc(Cl)cc1Cl)NCc1ccncc1	0	0.4	1.1	0.8	5	-1	-2.5	/	0
O=C(NCc1ccccc1)C1CCN(c2nc(-c3ccccc3)nc3c2CCC3)CC1	1	-1.3	0.8	-1.4	-3	-3	-4.0	4.3	?
O=C(Nc1cc(F)cc(F)c1)c1sc(Cl)nc1-c1ccccc1	-8	1.9	-1.1	-0.4	3	1	-3.2	0.9	-1
CCCNC(=O)[C@H]1N2C(=O)c3c(ccc(OC)c3OC)C2SC1(C)C (some centres not stated)	14	12	-1.1	-3.1	16	7	-1.0	-0.2	3
COc1ccc(OCC(=O)N/N=C/c2cccn2-c2cccc(C(=O)O)c2)cc1	-6	-1.6	1.0	-0.2	13	0	0.8	/	-5
O=C(c1ccco1)N1CCN(C(c2ccc(Cl)cc2)c2nnnn2Cc2ccccc2)CC1 (configuration not stated)	-15	0.5	2.9	-0.7	4	2	-0.1	0.1	-4
Cc1cccc(C)c1NC(=O)CN(C)C(=O)c1cccc(S(=O)(=O)N2CCN(C)CC2)c1	-6	-0.2	/	-3.5	-4	0	-4.3	-1.9	1
Cc1cccc(N2CCN(c3nnc(C(F)(F)F)s3)CC2)c1	?	1.3	/	0.5	1	-2	-2.1	2.3	5
Cc1nnc(NC(=O)CSc2nnc(CNC(=O)C34CC5CC(CC(C5)C3)C4)n2C2CCCCC2)s1	0	2.0	-0.8	-0.6	-3	0	-1.2	1.2	-3
COc1ccc(S(=O)(=O)N2CCOCC2)cc1NC(=O)CSc1cc(C)ccc1C	/	0.2	-1.4	/	8	4	-2.0	/	/
Cc1cccc(C(=O)N2CCc3ccccc3C2)c1[N+](=O)[O-]	-4	1.3	/	-0.2	15	-2	-1.8	3.9	-1
CCn1cc(CNC(=O)c2cc([N+](=O)[O-])c(C)c([N+](=O)[O-])c2)cn1	4	-1.1	/	1.4	9	-1	-1.9	4.9	-1
CC[C@H](C)[C@@H](NC(=O)O[C@@H]1C(=O)c2cc(OC)ccc2O[C@H]1c1ccc(OC)c(Br)c1)C(=O)OC	2	1.8	-1.0	0.3	8	5	-0.7	1.8	0
CC1CC(C)CN(C(=O)c2ccc(S(=O)(=O)N3CCCCC3)cc2)C1 (configuration not stated)	7	0.4	-4.2	1.0	9	-12	1.1	0.7	2
CCOC(=O)Cc1csc(NC(=O)CCCCCN2C(=O)c3cccc4cccc(c34)C2=O)n1	0	-2.4	-2.7	-0.4	-2	4	-3.4	2.6	0
CCOP1(=O)C=C(Sc2ccc([N+](=O)[O-])cc2[N+](=O)[O-])C(C)(C)O1 (configuration not stated)	-11	-1.3	/	-0.4	29	-4	-0.4	/	-6
CCn1ccnc1CN1CCC(CO)(CCOc2ccccc2)CC1	3	0.3	-1.0	0.2	-1	-3	-2.4	2.4	-2
O=C(Nc1ccc(CN2CCCCC2)cc1)c1ccc2c(c1)OCO2	-1	-0.1	-2.1	-0.2	2	1	-2.4	1.0	1
COCCCNCCOc1ccccc1-c1ccccc1	-1	-1.0	/	1.3	0	-1	-3.7	-1.8	-1
COc1ccc(C(=O)Nc2ccc(Br)cc2F)cc1S(=O)(=O)N1CCCC1	-10	-0.8	1.2	0.2	-2	1	-1.8	/	-2
CC(=O)c1c(C)[nH]c(C(=O)NCc2ccccn2)c1C	9	0.4	4.7	1.1	10	3	-0.8	1.1	4
O=C(Nc1cccc(Cl)c1)OC1CCCCc2cccnc21 (configuration not stated)	-4	1.3	/	0.4	1	-1	-2.8	-3.5	-8
COc1cccc2cc(C(=O)Nc3ccc(F)cc3)c(=Nc3ccc(C(=O)O)cc3)oc12	-1	-0.8	-1.1	-0.8	-1	1	-0.3	0.8	-4
CCc1ccc(Nc2nc(C)cc(C)c2C(N)=O)cc1	-14	-0.1	0.2	0.7	-3	-3	-3.6	1.0	3
CCc1cccc(NC(=O)C2CCCN2C(=O)Nc2ccc(C)cc2)c1 (configuration not stated)	3	-0.5	/	-3.1	-1	0	/	-0.4	4

11 compounds from above, ordered by count of non-hydrogen atoms, falling.
SMILES	BoNT F protease	PfHsp40 yeast	BioA inh	BoNT-A LC inh2	GDH-TPI inh	Mtb FBA inh	FadD28 binding	Mtb UGM inh	Anthrax LF prot
CC[C@H](C)[C@@H](NC(=O)O[C@@H]1C(=O)c2cc(OC)ccc2O[C@H]1c1ccc(OC)c(Br)c1)C(=O)OC	2	1.8	-1.0	0.3	8	5	-0.7	1.8	0
CCOC(=O)Cc1csc(NC(=O)CCCCCN2C(=O)c3cccc4cccc(c34)C2=O)n1	0	-2.4	-2.7	-0.4	-2	4	-3.4	2.6	0
Cc1cccc(C)c1NC(=O)CN(C)C(=O)c1cccc(S(=O)(=O)N2CCN(C)CC2)c1	-6	-0.2	/	-3.5	-4	0	-4.3	-1.9	1
O=C(NCc1ccccc1)C1CCN(c2nc(-c3ccccc3)nc3c2CCC3)CC1	1	-1.3	0.8	-1.4	-3	-3	-4.0	4.3	?
COc1ccc(S(=O)(=O)N2CCOCC2)cc1NC(=O)CSc1cc(C)ccc1C	/	0.2	-1.4	/	8	4	-2.0	/	/
COc1ccc(C(=O)Nc2ccc(Br)cc2F)cc1S(=O)(=O)N1CCCC1	-10	-0.8	1.2	0.2	-2	1	-1.8	/	-2
CCc1cccc(NC(=O)C2CCCN2C(=O)Nc2ccc(C)cc2)c1 (configuration not stated)	3	-0.5	/	-3.1	-1	0	/	-0.4	4
CCn1ccnc1CN1CCC(CO)(CCOc2ccccc2)CC1	3	0.3	-1.0	0.2	-1	-3	-2.4	2.4	-2
CCOP1(=O)C=C(Sc2ccc([N+](=O)[O-])cc2[N+](=O)[O-])C(C)(C)O1 (configuration not stated)	-11	-1.3	/	-0.4	29	-4	-0.4	/	-6
O=C(Nc1cc(F)cc(F)c1)c1sc(Cl)nc1-c1ccccc1	-8	1.9	-1.1	-0.4	3	1	-3.2	0.9	-1
CCc1ccc(Nc2nc(C)cc(C)c2C(N)=O)cc1	-14	-0.1	0.2	0.7	-3	-3	-3.6	1.0	3

The list continues:
SMILES	BoNT F protease	PfHsp40 yeast	BioA inh	BoNT-A LC inh2	GDH-TPI inh	Mtb FBA inh	FadD28 binding	Mtb UGM inh	Anthrax LF prot
CN(C)c1ccc(C(=O)NCCCSc2ccccc2)cc1	-9	4.9	-1.3	-0.7	-7	1	2.5	-4.2	-4
CCN(CC)CCn1c(=S)[nH]c2cc(C(=O)NCc3ccccc3)ccc2c1=O	2	/	-1.3	0.3	-5	1	-0.6	/	-5
COc1cccc(-c2noc(-c3cccs3)n2)c1	-10	4.7	/	-1.4	-6	0	-6.2	-1.9	1
O=C1CCCC(=O)C1=C1SCCS1	3	-1.2	/	1.0	13	-1	-0.7	-0.2	-1
Cc1ccc(N/C=C/C(=O)c2sc(-c3ccccc3)nc2C)cc1	26	0.1	-3.2	32*	5	-13	-2.0	0.3	23
Cc1nnc(SCc2c(Cl)cccc2Cl)n(N)c1=O	-1	0.3	/	0.2	-5	3	-2.0	-2.0	-1
Cc1ccc(CNC(=O)C(OC(=O)c2cccs2)C(C)C)cc1 (configuration not stated)	-20	0.0	-0.2	0.7	-3	1	0.7	-0.6	-14
Brc1ccc(-c2cn3ccccc3n2)cc1	-2	2.1	-2.6	0.8	11	11	-0.9	-3.4	-2
CC1=C(C(=O)N(C(C)C)C(C)C)CC(CC(=O)NCCN2CCOCC2)C(=O)N1CCCN1CCCC1=O (configuration not stated)	0	/	-2.5	0.2	/	3	-1.6	/	-8
CC1=C(C(=O)OCc2ccccc2)C(c2ccc(C)cc2)NC(=O)N1 (configuration not stated)	-2	/	-0.9	-0.2	4	0	-1.6	/	0

Screens deposited in PubChem BioAssay by several laboratories.
